Screening results deposited in PubChem BioAssay by several laboratories.
Bfl-1 displacement = Bfl-1 inhibitors, primary screen, biochemical, fluorescence polarization, FITC-Bid, mouse (AID 432); FITC-Bid BH3 peptide fluorescence polarization displacement; higher % means a stronger effect; displacement, % at 20 µM; hits with a dose series show IC50 in µM; 64,000 tested, 0.02% active; in the data active = a potency from the dose series; inactive = the rest, 99 in 100 with displacement below about 15%; also: strong numbers were not always called active
HT1080 cytotoxicity = cytotoxicity in HT1080 fibrosarcoma cells, cell-based, fluorescence readout (AID 620); 87,000 tested, 0.42% active; HT1080 viability, fluorescence; higher % means a stronger effect; one-dose cytotoxicity, % at 10 µM; EC50 in µM for titrated hits;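 also: cells exposed to compound overnight then 4 h with Alamar Blue; 0% = vehicle DMSO and 100% = killing control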
HPDE-C7 cytotoxicity = cytotoxicity in HPDE-C7 cells, cell-based, fluorescence, HTS (AID 430); HPDE-C7 pancreatic duct cells viability, fluorescence; higher % means a stronger effect; 63,000 tested, 1.8% active; one-dose cytotoxicity, % at 10 µM; EC50 in µM for titrated hits;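 also: cells exposed to compound for 48 hours before viability readout; 0% = vehicle and 100% = reference cytotoxic drug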
LYP inhibition = inhibition of human PTPN22 tyrosine phosphatase – biochemical, DiFMUP fluorescence, recombinant catalytic domain, 10 µM, primary screen (AID 606); recombinant LYP catalytic domain, DiFMUP fluorescence; higher % means a stronger effect; 52,000 tested, under 10 active; inhibition, % at 10 µM; hits with a dose series show IC50 in µM;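 active = IC50 under 40 µM in the dose-response test; inactive = IC50 of 40 µM or more, or never dose-tested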
Alkaline phosphatase = human TNAP enzyme inhibitors, biochemical, luminescent (AID 518). purified TNAP enzyme, luminescent substrate readout; higher % means a stronger effect. one-dose inhibition, % at 20 µM; IC50 in µM for titrated hits. 64,000 tested, 0.09% active; in the data active = a potency from the dose series; inactive = the rest, 99 in 100 with inhibition below about 22%;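 also: plate controls were vehicle for no effect and reference inhibitor for full effect; many of its hits are not listed in these tables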
Spn PMK inh = S. pneumoniae PMK inhibition; inhibition, % at 10 µM; 65,000 tested, 0.49% active; AID 539; purified PMK, PK/LDH-coupled NADH absorbance 340 nm;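 active = top-ranked compounds by inhibition in the single 10 µM screen, taking a fixed number of the strongest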;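 also: 0% = full reaction with DMSO carrier and 100% = background rate without enzyme reaction; no value below 0 was filed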
MK inhibit = S. pneumoniae mevalonate kinase inhibition; purified MK, PK/LDH-coupled NADH absorbance 340 nm; inhibition, % at 10 µM; 65,000 tested, 0.48% active;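 active = ranked among the strongest by inhibition in the single 10 µM screen, a fixed top-ranked set picked for dose follow-up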; also: no value below 0 was filed
HPDE-C7K KRASV12 = cytotoxicity in KRAS-transformed pancreatic duct cells, primary screen, cell-based, fluorescence, HTS (AID 431); HPDE-C7K KRASV12 cells, Alamar Blue viability, 48 h; higher % means a stronger effect; cytotoxicity, % at 10 µM; hits with a dose series show EC50 in µM; 63,000 tested, 1.7% active;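 active = compounds whose percent cytotoxicity in the single-dose primary screen, scaled between solvent and toxic-drug controls, exceeds 50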;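 also: 0% = DMSO solvent wells and 100% = doxorubicin-treated wells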
DPM-DC inhibit = inhibitors of Streptococcus pneumoniae diphosphomevalonate decarboxylase; calls only at 10 µM; purified DPM-DC, PK/LDH coupled NADH fluorescence; AID 556; 65,000 tested, 0.49% active;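 active = the 320 compounds with the highest percent inhibition in the single-dose primary screen, excluding strongly autofluorescent ones, cut at about 32% in these data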;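 also: kinetic rate of NADH fluorescence loss reporting ADP formed by the decarboxylase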
Spn PMK inh pilot replicates = also measured in Spn PMK inh; calls as there; inhibition, %; measured here: pilot screen replicates
MK inhibit pilot replicates = recorded beside MK inhibit, whose call it bears; inhibition, %; measured here: pilot screen replicates
DPM-DC inhibit pilot screen % = recorded beside DPM-DC inhibit, whose call it bears; inhibition, %; measured here: pilot screen trials
* marks the source's active call; other numbers are inactive results; i = inactive; x = not tested or not shown; & = joins results of further samples. Rule as the data show it, unless noted: active = cytotoxicity above about 50%; inactive = the rest. Rows were taken by chance; any-hit rate near 3.5%.

SMILES | Bfl-1 displacement | HT1080 cytotoxicity | HPDE-C7 cytotoxicity | LYP inhibition | Alkaline phosphatase | Spn PMK inh | MK inhibit | HPDE-C7K KRASV12 | DPM-DC inhibit | others
Cc1ccc2c(c1)C(O)(CC(=O)c1ccc3c(c1)OCO3)C(=O)N2 (stereo not drawn) | -5.3% | -49.3% | -37.8% | -13.2% | 16.7% | 0.0 | 0.0 | -38.1% | i | Spn PMK inh pilot replicates=4.0;MK inhibit pilot replicates=1.5;DPM-DC inhibit pilot screen %=0.5
Cc1ccc(NC(=O)Cn2nc(C)cc2C)cc1 | -0.8% | 9.2% | -8.6% | 15.8% | 6.4% | 11.0 | 8.0 | -1.5% | i
Cn1c(-c2ccco2)nc2cc3ccccc3cc21 | 5.1% | -0.4% | 20.0% | 12.7% | 4.2% | 20.0 | 5.0 | 26.4% | x
CC(C)(C)c1cc(C(=O)N2CCN(c3ncccn3)CC2)ccn1 | 6.1% | 0.5% | x | -6.1% | 5.8% | 4.0 | 4.0 | x | i
O=C(CCNS(=O)(=O)c1cccc2nsnc12)NC1CCCc2ccccc21 (stereo not drawn) | -4.8% | -11.0% | -19.2% | 13.5% | 9.8% | 3.0 | 7.0 | -8.7% | i
O=C(NC1CCCCC1)C1CC(O)CN1C(=O)OCc1ccccc1 (stereo not drawn) | -3.5% | -16.5% | -3.4% | 5.8% | 19.3% | 18.0 | 0.0 | -3.3% | i | Spn PMK inh pilot replicates=0.0;MK inhibit pilot replicates=8.0;DPM-DC inhibit pilot screen %=5.0
O=C(NC(c1ccccc1)c1ccccc1)C1CCCN(S(=O)(=O)c2cnc[nH]2)C1 (stereo not drawn) | 1.4% | -1.5% | -4.2% | -1.8% | -1.0% | 0.0 | 3.0 | 8.4% | i
COC(=O)CSc1nnc(-c2ccc(OC)cc2OC)o1 | -1.6% | -0.9% | 3.4% | 13.9% | 2.6% | 5.0 | 11.0 | -0.8% | i | Spn PMK inh pilot replicates=0.0;MK inhibit pilot replicates=0.0;DPM-DC inhibit pilot screen %=0.0
CC1CN(c2cc(=O)n(-c3ccccc3)c(=O)[nH]2)CC(C)O1 (stereo not drawn) | 0.7% | 0.4% | 1.2% | 3.5% | 1.5% | 4.0 | 3.0 | 7.8% | i
Cc1nc2nc[nH]n2c(=O)c1NC(=O)CC12CC3CC(CC(C3)C1)C2 | 1.6% | -0.9%&-8.6% | -1.2% | 10.8% | 7.9% | 9.0 | 0.0 | -0.6% | i
CC1CN(c2cc(=O)n(Cc3ccc(F)cc3)c(=O)[nH]2)CC(C)O1 (stereo not drawn) | 0.3% | -5.3% | 7.5% | 8.7% | 7.5% | 6.0 | 7.0 | 2.3% | i
CCOC(=O)C1=C(C)Nc2nc(SC)nn2C1c1ccc(C(=O)OC)cc1 (stereo not drawn) | 0.1% | 6.2% | 2.6% | 0.2% | -0.8% | 6.0 | 2.0 | -3.3% | i
O=C(CC(c1ccccc1)c1cc(Br)ccc1O)NCCN1CCOCC1 (stereo not drawn) | 3.1% | -2.0% | 2.2% | -2.0% | 4.3% | 0.0 | 2.0 | -4.5% | i
COc1ccccc1N1CCN(C(=O)CCCn2c(=O)[nH]c3ccsc3c2=O)CC1 | -3.7% | -2.0% | 2.5% | -5.6% | 6.7% | 0.0 | 7.0 | 6.6% | i
O=C(NC1CCCCC1)c1cccnc1C(=O)O | 1.9% | 1.0% | -14.4% | 12.1% | 0.7% | 11.0 | 4.0 | -18.6% | i
O=C(c1ccco1)N1CCN(C(c2ccc(F)cc2)c2nnnn2CC2CCCO2)CC1 (stereo not drawn) | -1.8% | -2.5% | 0.0% | 13.5% | 5.6% | 15.0 | 11.0 | -8.1% | i
O=C(CCC(=O)N1CCN(S(=O)(=O)c2ccccc2)CC1)c1cccs1 | -10.5% | 15.9% | -15.0% | 5.5% | 13.4% | 21.0 | 3.0 | -4.4% | i | Spn PMK inh pilot replicates=0.0;MK inhibit pilot replicates=2.0;DPM-DC inhibit pilot screen %=0.0
Cc1cccc(OC(C)C(=O)N(Cc2cccs2)C2CCS(=O)(=O)C2)c1C (stereo not drawn) | 1.5% | -1.2% | -9.1% | -1.1% | 8.8% | 0.0 | 3.0 | 3.7% | i
Cn1c(=O)cc(OCCCC(=O)NC2CCCC2)c2ccccc21 | 3.4% | 22.3% | 4.0% | 0.1% | 0.8% | 11.0 | 1.0 | -1.0% | i
O=C(CSCc1ccc(Cl)cc1)NCC1CCCO1 (stereo not drawn) | -8.2% | 6.6% | -0.9% | 3.2% | 8.7% | 8.0 | 7.0 | -16.8% | i
Cc1ccccc1C1=NC(c2ccc(F)cc2F)ON1 (stereo not drawn) | 2.3% | -5.0% | -7.3% | 7.6% | 7.2% | 18.0 | 0.0 | -8.6% | i
O=C(NCc1cccnc1)c1ccc(CS(=O)(=O)c2ccc(Br)cc2)o1 | 5.0% | -11.0% | 0.3% | -2.1% | 17.5% | 7.0 | 5.0 | 0.1% | i
CCn1cc(C(=O)NCCN(C)CCc2ccccc2)c(=O)c2cc(S(=O)(=O)N(C)C)ccc21 | -2.5% | -9.9% | -26.8% | 2.3% | 3.9% | 6.0 | 13.0 | -24.3% | i | Spn PMK inh pilot replicates=1.5;MK inhibit pilot replicates=1.5;DPM-DC inhibit pilot screen %=0.0
COCc1cc(C)nc2sc3c(=O)n(Cc4ccco4)nnc3c12 | -4.1% | -2.1% | 2.9% | 1.3% | 1.0% | 13.0 | 10.0 | -3.1% | i
CC(C)(Oc1ccc(Cl)cc1)C(=O)NCc1ccco1 | -5.4% | -10.2% | -22.9% | -1.2% | -5.2% | 6.0 | 12.0 | -21.7% | i
Clc1ccccc1-c1nnc2sc(-c3ccco3)nn12 | 7.8% | 0.4% | -6.1% | 11.2% | 4.7% | 5.0 | 7.0 | -11.6% | i
c1cncc(-c2nnc(C3CCCCC3)o2)c1 | -3.1% | 1.4% | -4.3% | x | -3.0% | 0.0 | 10.0 | -12.3% | i
Cc1nc(CSc2nnc3scc(-c4ccc(Cl)cc4)n23)cs1 | -4.3% | -3.7% | -6.4% | 11.9% | 2.6% | 8.0 | 11.0 | -15.0% | i
Cc1cc(C)c2c(=O)n(CC(=O)NCCCN3CCOCC3)sc2n1 | 2.8% | 6.3% | 6.4% | x | 15.7% | 10.0 | 23.0 | 20.5% | i | Spn PMK inh pilot replicates=2.5;MK inhibit pilot replicates=11.5;DPM-DC inhibit pilot screen %=9.5
Cc1ccccc1S(=O)(=O)Cc1ccc(C(=O)N2CCN(C3CCCCC3)CC2)o1 | 3.3% | -0.9% | -7.0% | -2.4% | 5.5% | 10.0 | 10.0 | -6.9% | i
CCC(=O)c1ccc(OCCSc2ncccn2)cc1 | -5.6% | 12.9% | -4.3% | 10.2% | 6.8% | 2.0 | 4.0 | -8.9% | i
O=c1[nH]c(-c2ccccc2O)nc2c1CCCC2 | 4.7% | 3.8% | -8.5% | 3.0% | 8.8% | 0.0 | 3.0 | -14.6% | i
Cc1ccc(-c2nnc(SCC(=O)N3CCCC3)o2)cc1C | 14.2% | 0.6% | -5.5% | -22.6% | -2.3% | 2.0 | 0.0 | -14.0% | i
O=C(c1ccncc1)N(Cc1cc2ccccc2[nH]c1=O)C1CCCCC1 | -8.0% | 20.1% | 1.9% | -3.9% | 3.6% | 9.0 | 7.0 | -5.7% | i
CC(C)Nc1nnc(SCC(=O)Nc2ccc(F)cc2)s1 | -2.6% | -6.9% | -10.5% | 9.8% | 6.3% | 13.0 | 0.0 | 4.9% | i
NC(=O)OCC(COC(N)=O)c1ccccc1 | 1.7% | 3.7% | 10.1% | 13.7% | 7.2% | 1.0 | 9.0 | 3.8% | i | Spn PMK inh pilot replicates=5.0;MK inhibit pilot replicates=6.0;DPM-DC inhibit pilot screen %=0.5
CC(C)c1nnc(SCc2ccc(CSc3nnc(C(C)C)n3N)cc2)n1N | -2.1% | 0.1% | -1.3% | x | 7.4% | 0.0 | 1.0 | 1.8% | i
COc1cc(NC(=O)c2ccc(-c3ccc(Br)cc3)o2)ccc1NC(=O)C(C)C | x | 26.0% | x | -3.1% | x | 4.0 | 5.0 | x | x
CC(C)Nc1nc(NC(C)C)nc(C(N)=O)n1 | -3.6% | -7.8% | -2.5% | x | 7.9% | 18.0 | 0.0 | 11.1% | i
COc1ccc(NC(=O)CN(c2cc(C)cc(C)c2)S(=O)(=O)c2c(C)noc2C)cc1OC | 3.9% | 3.6% | 2.4% | x | 13.4% | 13.0 | 7.0 | -1.4% | i | Spn PMK inh pilot replicates=6.0;MK inhibit pilot replicates=2.0;DPM-DC inhibit pilot screen %=0.5
c1nc2nc3c(c(N4CCOCC4)n2n1)CCCC3 | -1.3% | -2.6% | -5.8% | 0.5% | 6.8% | 8.0 | 6.0 | 0.0% | i
COc1ccc(NC(=O)CSc2nnc(Cc3cccn3C)n2-c2ccc(F)cc2)cc1 | 0.7% | 9.7% | -10.9% | 5.4% | 9.8% | 0.0 | 13.0 | -12.4% | i | Spn PMK inh pilot replicates=2.5;MK inhibit pilot replicates=1.0;DPM-DC inhibit pilot screen %=1.0
C[C@]12CC[C@@H]3c4ccc(O)cc4CC[C@H]3[C@@H]1CCC2=O | 0.7% | 3.8% | 12.1% | 7.2% | 11.9% | 0.0 | 9.0 | 10.2% | i | Spn PMK inh pilot replicates=2.5;MK inhibit pilot replicates=0.0;DPM-DC inhibit pilot screen %=0.0
Cn1nc(C(=O)NCCN2CCOCC2)c2ccccc2c1=O | -1.8% | 2.7% | x | -2.6% | 15.2% | 0.0 | 14.0 | x | i
COc1cc2c(cc1OC)CN(C(=O)CSc1n[nH]c(N)n1)CC2 | 5.1% | 36.2% | -7.3% | 1.5% | 4.3% | 0.0 | 4.0 | -5.4% | i
Cc1ccnc(N2C(=O)c3ccccc3C2Nc2ccccc2Cl)c1 (stereo not drawn) | 4.6% | -2.9% | 1.7% | -9.4% | 5.2% | 11.0 | 1.0 | 12.8% | i
Cc1ccc2c(c1)N(CCCC(=O)NCc1ccc3c(c1)OCO3)C(=O)CO2 | -4.4% | -4.6% | -8.1% | x | 0.8% | 14.0 | 15.0 | 4.1% | i
COc1cc(N)ccc1NC(=O)c1cccs1 | -4.9% | 1.6% | -10.7% | 15.3% | 8.7% | 0.0 | 9.0 | -8.0% | i
CCC(=O)Nc1cc(Cl)ccc1N1CCN(C(=O)CC)CC1 | 5.8% | -6.8% | -24.8% | x | 3.3% | 5.0 | 15.0 | -16.1% | i | Spn PMK inh pilot replicates=0.5;MK inhibit pilot replicates=0.0;DPM-DC inhibit pilot screen %=0.0
